Screens as filed in PubChem BioAssay.
EBNA-1 inhibitor – blocks EBNA-1 binding to DNA | EBNA-1 DNA binding, fluorescence polarization | inhibition, % at 14.8 µM | 0.34% of 300,000 active | AID 1950; in the data active means inhibition above about 28%
JMJD2C inh – inhibitors of human GASC-1 (JMJD2C) demethylase; GST-JMJD2C(1-420) H3K9me3 demethylation, DELFIA europium; inhibition, % at 2.35 µM; 0.069% of 330,000 active; AID 2099;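 active means more than half of a compound's replicate wells show inhibition beyond 50%, single wells judged on their own value; inconclusive means some, but no more than half, of replicates pass 50% inhibition; inactive means no replicate passes 50% inhibition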;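 further: signal counts dimethyl H3K9 product captured on neutravidin plate; 0% = median of DMSO wells and 100% = 0.3 times that DMSO median; strong numbers were not always called active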
Target sequence (Q9H3R0 1-420 limits assumed): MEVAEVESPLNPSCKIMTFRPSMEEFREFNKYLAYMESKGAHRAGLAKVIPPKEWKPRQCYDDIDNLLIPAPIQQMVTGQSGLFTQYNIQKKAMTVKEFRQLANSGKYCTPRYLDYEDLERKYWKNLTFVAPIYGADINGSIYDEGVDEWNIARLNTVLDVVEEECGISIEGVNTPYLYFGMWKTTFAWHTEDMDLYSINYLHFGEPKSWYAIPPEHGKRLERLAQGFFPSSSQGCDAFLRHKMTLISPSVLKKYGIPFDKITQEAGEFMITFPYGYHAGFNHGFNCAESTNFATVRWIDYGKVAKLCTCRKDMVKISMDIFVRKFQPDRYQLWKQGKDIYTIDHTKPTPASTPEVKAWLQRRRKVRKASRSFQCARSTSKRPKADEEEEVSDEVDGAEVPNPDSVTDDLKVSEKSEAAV
core dimer inh – blocks dimerization of HCV core protein. inhibition, % at 5 µM. TR-FRET GST/Flag-core106 dimerization, 1536-well. 0.33% of 300,000 active;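 active means inhibition above the mean of all tested compounds plus 3 SD, set per screening campaign, cut at about 45% in these data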
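System – GST-tagged and Flag-tagged HCV core protein residues 1-106 · Repeats – one well for each compound · Technique – TR-FRET 671 and 617 nm emission · Doses – one concentration, 5 µM, in 0.5% DMSO · Times – 4 h, 22.5 °C incubation · Also added – Eu donor and XL665 acceptor anti-tag antibodies · Measure – percent inhibition of core106 dimerization signal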
PP5 inh – blocks human protein phosphatase 5 activity; inhibition, % at 6.7 µM; 0.18% of 320,000 active; AID 1987; purified PP5c, OMFP substrate fluorescence;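 active means inhibition above the campaign's mean inhibition across all tested compounds plus 3 SD, cut at about 9.5% in these data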;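 further: 0% = DMSO only and 100% = 100 µM cantharidin control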
PP1 inh – counter-screen for PP5 inhibitors: inhibitors of human PP1-alpha. 0.9% of 320,000 active. inhibition, % at 6.7 µM. AID 2235. P62136. purified PP1alpha, OMFP fluorescence;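 active means inhibition above the mean inhibition of all tested compounds plus 3 SD, computed separately for each screening campaign, cut at about 15% in these data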
Target sequence (P62136 whole entry, looked up): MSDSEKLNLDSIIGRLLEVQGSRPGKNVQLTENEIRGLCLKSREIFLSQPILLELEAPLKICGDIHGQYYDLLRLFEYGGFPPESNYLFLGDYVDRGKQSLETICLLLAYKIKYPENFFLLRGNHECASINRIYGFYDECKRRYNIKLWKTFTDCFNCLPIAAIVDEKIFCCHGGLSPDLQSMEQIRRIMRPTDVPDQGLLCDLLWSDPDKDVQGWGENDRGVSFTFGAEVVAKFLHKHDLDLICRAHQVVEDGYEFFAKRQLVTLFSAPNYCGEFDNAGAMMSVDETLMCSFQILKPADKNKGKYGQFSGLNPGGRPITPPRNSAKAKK
ZTA counter – blocks Epstein-Barr virus ZTA, an EBNA-1 counter-screen. inhibition, % at 11 µM. ZTA-DNA binding, fluorescence polarization. P03206. 0.15% of 320,000 active. AID 2234; in the data active means inhibition above about 33%
Target sequence (P03206 whole entry, looked up): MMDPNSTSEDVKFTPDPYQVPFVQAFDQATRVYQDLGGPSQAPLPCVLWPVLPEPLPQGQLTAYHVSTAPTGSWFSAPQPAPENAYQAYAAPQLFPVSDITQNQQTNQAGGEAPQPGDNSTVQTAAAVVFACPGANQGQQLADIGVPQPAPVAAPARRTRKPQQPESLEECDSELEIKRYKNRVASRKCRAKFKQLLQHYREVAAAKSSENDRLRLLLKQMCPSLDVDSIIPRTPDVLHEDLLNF
CR mimetic SO – caloric restriction mimetics inhibiting age-related superoxide in yeast. S. cerevisiae aged cells, superoxide DHE fluorescence; stronger effect = lower value. superoxide response (% of plate mean), % at 10 µM. 0.18% of 330,000 active. AID 2690;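 active means superoxide response under a set limit, about three screen SD below normal, cut at about 65% in these data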;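 further: yeast aged for seven days with compound at 30 °C before DHE staining; 100% = average MFI of all compound-treated wells on the plate with controls excluded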
TPT1 inhibitor – C. albicans TPT1 enzyme inhibition; recombinant caTPT1, FP RNA substrate dephosphorylation; 0.81% of 300,000 active; inhibition, % at 5 µM;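 active means inhibition above the mean of all tested compounds plus 3 SD, set per screening campaign, cut at about 24% in these data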;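 further: plate controls were DMSO alone for no effect and ferristatin control at 100 nM for full effect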
Fh CTSL1 inh – cathepsin L1 inhibition, PFM18AAP counter-screen; recombinant F. hepatica cathepsin L1, Z-Leu-Arg-MCA fluorescence; inhibition, % at 5.96 µM; 0.49% of 300,000 active;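 active means inhibition above the mean of all tested compounds plus 3 SD, set per screening campaign, cut at about 17% in these data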;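 further: 0% = plate median of test compound wells and 100% = 1 µM Z-Phe-Ala-diazomethylketone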
The depositor's hits bear a star; u = inconclusive; x = not tested or not shown.

Abbreviations: A = EBNA-1 inhibitor; B = JMJD2C inh; C = core dimer inh; D = PP5 inh; E = PP1 inh; F = ZTA counter; G = CR mimetic SO; H = TPT1 inhibitor; I = Fh CTSL1 inh
smiles: COC(=O)C(NC(C)=O)(Nc1ccccn1)C(F)(F)F (configuration not stated)
  A: 8; B: 14; C: 1; D: 1.9; E: -1; F: -7; G: 99; H: 1; I: 0

smiles: CC(C)Cc1cc(C(=O)Nc2sc3c(c2C#N)CCCC3)no1
  A: -4; B: 1; C: -1; D: -2.1; E: 0; F: 10; G: 95; H: 0; I: 4

smiles: CCOC(=O)/C=c1\s/c(=C\c2ccc3cc(OC)ccc3c2)c(=O)n1CC(=O)NCC1CCCO1 (configuration not stated)
  A: -3; B: 7; C: 8; D: 0.8; E: 1; F: 8; G: 133; H: 1; I: 2

smiles: CC(Sc1nnc(-c2ccc(Cl)cc2)n1C)C(N)=O (configuration not stated)
  A: -7; B: -9; C: -3; D: 2.3; E: -4; F: 4; G: 99; H: -3; I: -3

smiles: Cc1cccc(C)c1OCC(=O)NCc1nnc(SCC(=O)NC2CCCCC2)n1C
  A: -4; B: 93; C: -1; D: 2.0; E: -1; F: -9; G: 103; H: -2; I: 0

smiles: Cc1cc(C(=O)N/N=C/c2cccn2C)n[nH]1
  A: 1; B: -12; C: 4; D: 4.6; E: 0; F: 7; G: 105; H: 1; I: 0

smiles: Cc1ccc([N+](=O)[O-])c(OCCN2CCC(Cc3ccccc3)CC2)c1
  A: 2; B: -12; C: 1; D: 1.6; E: -1; F: -3; G: 103; H: 1; I: -2

smiles: COc1ccc2c(c1)C(=O)c1ccccc1CO2
  A: 5; B: 21; C: 1; D: 0.5; E: 2; F: -1; G: 102; H: -5; I: 1

smiles: Oc1ccccc1CNc1ccc(OC(F)(F)F)cc1
  A: 2; B: -19; C: 1; D: 7.2; E: 3; F: -10; G: 96; H: -8; I: 8

smiles: COCc1cc(=O)n2[nH]c(-c3ccsc3-n3c(C)ccc3C)cc2n1
  A: -3; B: u; C: 10; D: 1.4; E: 4; F: -1; G: 99; H: 13; I: -1

smiles: O=C1C2C3C=CC(CC3)C2C(=O)N1c1ccc(Br)cc1[N+](=O)[O-] (configuration not stated)
  A: 2; B: -29; C: 1; D: -1.2; E: -1; F: 14; G: 88; H: -3; I: 0

smiles: Cc1sc2ncnc(Sc3nnnn3-c3ccc(Cl)cc3)c2c1C
  A: 1; B: -5; C: 10; D: 0.2; E: 0; F: -12; G: 109; H: -2; I: -2

smiles: N#CCc1c(C#N)c(N)nc(N2CCCC2)c1C#N
  A: -1; B: 1; C: -8; D: 2.1; E: -1; F: -17; G: 108; H: 4; I: -1

smiles: Cc1ccc(OCC(O)CNCc2ccccc2)cc1C (configuration not stated)
  A: 6; B: -3; C: -7; D: 0.4; E: 1; F: 5; G: 77; H: 1; I: 1

smiles: CCOCCCN(C)C1CCN(C(=O)c2oc3ccccc3c2NC(=O)COc2cccc(C)c2)CC1
  A: 0; B: 0; C: 5; D: -0.2; E: -4; F: 2; G: 96; H: 2; I: 3

smiles: Cc1ccc(N2C(=O)c3cccc4c(C(=O)O)ccc(c34)C2=O)cc1
  A: 0; B: 2; C: -1; D: 1.6; E: -2; F: -12; G: 103; H: 0; I: 1

smiles: O=S(=O)(Nc1nccs1)c1cc(Cl)ccc1Cl
  A: -13; B: -3; C: 14; D: 0.1; E: 0; F: -4; G: 111; H: 10; I: -1

smiles: Cc1ccc(C(=O)C(OC(=O)c2cnccn2)c2ccccc2)cc1 (configuration not stated)
  A: 0; B: -3; C: -4; D: 2.0; E: -3; F: -8; G: 126; H: 2; I: -55

smiles: CC(C)(C)c1nn(-c2ccccc2)c2[nH]c(=O)c(CNCc3ccco3)cc12
  A: 8; B: 0; C: 9; D: 1.2; E: 4; F: -4; G: 104; H: -4; I: -5

smiles: COC(=O)COc1cccc(NS(=O)(=O)c2ccc(NC(C)=O)cc2)c1
  A: -2; B: 1; C: -1; D: 0.2; E: 2; F: 0; G: 111; H: -1; I: -2

smiles: O=C(NNC(=O)c1ccc([N+](=O)[O-])cc1)NC1CCCCC1
  A: -3; B: -44; C: -3; D: 0.5; E: 2; F: -14; G: 102; H: -8; I: -4

smiles: Cc1c(C2=CCN(S(=O)(=O)c3ccc(Cl)cc3)CC2)c2ccccc2n1C
  A: 7; B: 2; C: 15; D: 3.2; E: -4; F: 1; G: 106; H: 2; I: -1

smiles: O=C(Cc1cccc2ccccc12)N/N=C/c1ccc(OC(=O)/C=C/c2ccco2)cc1
  A: 6; B: -8; C: 65*; D: 0.0; E: 9; F: -6; G: 99; H: 1; I: 0

smiles: Cc1ccc(S(=O)(=O)NCCC(=O)NCc2ccccc2)cc1
  A: 15; B: -1; C: 1; D: -0.2; E: 0; F: 7; G: 100; H: 2; I: 7

smiles: CCN(C(=O)c1ccco1)C1C2CC3CC(C2)CC1C3 (configuration not stated)
  A: 4; B: 1; C: 4; D: 4.0; E: 0; F: -8; G: 98; H: 4; I: -1

Arranged by value in PP5 inh (rising): 3 of the compounds above
smiles,EBNA-1 inhibitor,JMJD2C inh,core dimer inh,PP5 inh,TPT1 inhibitor
O=C(NNC(=O)c1ccc([N+](=O)[O-])cc1)NC1CCCCC1,-3,-44,-3,0.5,-8
COC(=O)C(NC(C)=O)(Nc1ccccn1)C(F)(F)F (configuration not stated),8,14,1,1.9,1
Cc1c(C2=CCN(S(=O)(=O)c3ccc(Cl)cc3)CC2)c2ccccc2n1C,7,2,15,3.2,2

Later entries.
Abbreviations: A = EBNA-1 inhibitor; B = JMJD2C inh; C = core dimer inh; D = PP5 inh; E = PP1 inh; F = ZTA counter; G = CR mimetic SO; H = TPT1 inhibitor; I = Fh CTSL1 inh
smiles: CCCCNC(=O)c1cccc(C(=O)NCCCC)c1
  A: 3; B: 5; C: 0; D: -0.4; E: -5; F: 6; G: 96; H: 1; I: 2

smiles: CC(C)(C)OC(=O)NCCCC[C@H](NC(=O)[C@H](Cc1c[nH]c2ccccc12)NC(=O)OCc1ccccc1)C(=O)O
  A: 6; B: -10; C: 5; D: 0.0; E: -3; F: -5; G: 116; H: -1; I: 2

smiles: O=C(COc1ccccc1Cl)N1CCN(c2ccc([N+](=O)[O-])c(N3CCOCC3)c2)CC1
  A: 2; B: -3; C: 5; D: 3.5; E: -5; F: -9; G: 81; H: -4; I: -4

smiles: COc1ccc(NC(C)=O)cc1NC(=O)CN1CCN(c2ccccn2)CC1
  A: 12; B: -3; C: 2; D: 2.8; E: -3; F: -26; G: 101; H: -5; I: -4

smiles: CCCCC(=O)Nc1sc2c(c1C(=O)OCC)CCC(C=O)=C2Cl
  A: 2; B: -10; C: 12; D: 1.1; E: 0; F: 4; G: 98; H: 2; I: 6

smiles: NC(=O)c1nsc(C(=O)N(c2ccc3c(c2)OCCO3)C(C(=O)NCC2CCCO2)c2ccc(F)cc2)c1N (configuration not stated)
  A: 3; B: 23; C: 6; D: 1.9; E: 1; F: -8; G: 104; H: -4; I: 2

smiles: CN(CCOc1cccc(C(F)(F)F)c1)Cc1ccccc1
  A: 0; B: 11; C: 0; D: 2.1; E: -5; F: 8; G: 100; H: -1; I: 1

smiles: CCO[C@@H]1OC(C(=O)N2CCN(C)CC2)=C[C@H](c2coc3ccccc3c2=O)[C@H]1CCCO
  A: -11; B: 2; C: -3; D: 1.3; E: -3; F: -12; G: 91; H: -1; I: 0

smiles: O=S(=O)(NCc1ccco1)c1cnc(Cl)c(Br)c1
  A: -5; B: -3; C: -11; D: 2.7; E: -2; F: -2; G: 109; H: -5; I: -4

smiles: CCN(CC)c1ccc(NC(=O)c2ccccc2OCC(=O)OC)cc1
  A: -9; B: -4; C: -17; D: 5.0; E: 2; F: -20; G: 96; H: -1; I: 0

smiles: Cc1ccc(N(C)C(=O)n2cnc3ccccc32)cc1
  A: 1; B: -11; C: 0; D: -0.3; E: -2; F: 12; G: 104; H: 0; I: -1

smiles: COc1ccc2nc(NCc3cccnc3)sc2c1
  A: 2; B: -14; C: 0; D: 1.8; E: 1; F: -6; G: 82; H: 0; I: 1

smiles: CCOc1ccc(C2C3=C(CCCC3=O)Nc3ccc4ncccc4c32)cc1 (configuration not stated)
  A: -2; B: 0; C: 3; D: 2.8; E: -4; F: 0; G: 106; H: 0; I: -3

smiles: S=c1[nH]nc(C2CCCCC2)n1/N=C/C=C/c1ccccc1
  A: 0; B: -3; C: 5; D: 5.3; E: 6; F: 17; G: 106; H: 0; I: 2

smiles: O=S(=O)(NCc1cccnc1)c1ccc2ccccc2c1
  A: -19; B: 7; C: 0; D: -2.5; E: -1; F: -7; G: 97; H: -1; I: 0

smiles: COc1ccc(CNC(=O)CSc2cccc3cccnc23)cc1
  A: 6; B: -3; C: 3; D: -1.2; E: -5; F: 9; G: 98; H: 0; I: 0

smiles: CC(C)CCNC(=O)C1CCN(S(=O)(=O)c2ccc3nc4c(c(C(=O)O)c3c2)CCCCC4)CC1
  A: 2; B: -17; C: 2; D: -4.3; E: -4; F: 17; G: 84; H: 3; I: 3

smiles: O=C(NCSc1ccnc(SCNC(=O)c2ccccc2)n1)c1ccccc1
  A: 2; B: 4; C: 2; D: -0.3; E: -4; F: -4; G: 106; H: 4; I: 19*

smiles: CCOc1ccc(-n2c(=O)c3c(C)c(C(=O)N(C)C)sc3n(CC(=O)Nc3ccccc3F)c2=O)cc1
  A: -6; B: -4; C: 1; D: -0.8; E: -5; F: -7; G: 101; H: 4; I: 3

smiles: CC(NC(=O)C(=O)NN=C1CCCC1)c1ccccc1 (configuration not stated)
  A: 0; B: 8; C: 1; D: 1.5; E: 1; F: 7; G: 105; H: 1; I: -1

smiles: CC(NC(=O)c1ccccc1)c1nc2ccccc2n1Cc1ccc(C#N)cc1 (configuration not stated)
  A: -7; B: -4; C: 1; D: 1.7; E: -2; F: -11; G: 106; H: -8; I: 2

smiles: Cc1cc(=O)n2nc(N3CCC(C(=O)Nc4cccc(Cl)c4C)CC3)sc2n1
  A: 13; B: 5; C: 1; D: -1.7; E: -4; F: 3; G: 85; H: 0; I: 4

smiles: COC(=O)[C@H](Cc1ccccc1)N(C)S(=O)(=O)c1cccc(S(=O)(=O)N(C)[C@@H](Cc2ccccc2)C(=O)OC)c1
  A: 6; B: 1; C: 2; D: -0.1; E: 5; F: 3; G: 93; H: 2; I: -3

smiles: O=C(Nc1ccc(O)c(-c2nc3ccccc3s2)c1)c1cccs1
  A: 10; B: -17; C: 0; D: 2.5; E: 0; F: 1; G: 85; H: -1; I: 2

smiles: COc1ccccc1NC(=O)C1CCCCN1S(=O)(=O)c1ccc(F)cc1 (configuration not stated)
  A: 6; B: 1; C: 5; D: -0.7; E: -2; F: 3; G: 90; H: -4; I: 2

smiles: O=C(Nc1ccc2c(c1)Cc1ccccc1-2)c1ccco1
  A: -10; B: 5; C: 7; D: 4.7; E: 0; F: 3; G: 110; H: 2; I: -3

smiles: CCSC(=O)NC12CC3CC(CC(C3)C1)C2
  A: 14; B: x; C: -1; D: 1.1; E: 1; F: 2; G: 82; H: -1; I: 3

smiles: C=C(C)c1cccc(C(C)(C)NC(=O)N2CCCCC2CC)c1 (configuration not stated)
  A: 15; B: -2; C: 5; D: 0.3; E: 4; F: 0; G: 95; H: -5; I: 1
